Assay outcomes as filed in PubChem BioAssay.
LMNA splice mod – changes lamin A minigene splicing in HeLa cells. HeLa LMNA splicing GFP/RFP minigene ratio, 48 h. Potency, µM (highest dose often 46.1 µM), without a hit: at the top dose ratio change, negative = inhibition, hits mostly inhibitors. 200,000 compounds, 0.01% hits; active = well fitted inhibition curve with a large enough effect in the signal ratio, with a control signal flat, not every such curve was filed as active; inconclusive = small, poorly fitted or top-dose-only effect, or effect the other way, or a change in a side signal; the % refers to the signal ratio; also: potency is read from the fitted curve at half-maximal effect; % is scaled to controls: 0 for no effect and ±100 for the full control effect
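S3 HeLa cells stably expressing lamin A-EGFP splicing minigene plus DsRed2, 600 cells/well, 48 h compound exposure at 37C. Laser-scanning cytometry; analysed as GFP (500-530 nm)/RFP (575-640 nm) total intensity ratio; 0.5% DMSO vehicle.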
HttQ103 aggreg – inhibitors of mutant huntingtin aggregate formation in PC12 cells; PC12 HttQ103-GFP aggregates, Acumen cytometry, 40 h; AID 1688; Potency, µM (titrated, usually from 46.1 µM), without a hit: at the top dose activity change, negative = inhibition, actives largely listed as inhibitors; 220,000 compounds, 1.1% hits; also: potency is read from the fitted curve at half-maximal effect; % is scaled to controls: 0 for no effect and ±100 for the full control effect; nearly all actives have a fitted effect of over 60% in size
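Steps: seed 1500 PC12 HTTQ103-GFP cells/well; add tebufenozide, 100 nM final; add compound titration; add ATPLite reagent; quantify GFP aggregates by laser scanning cytometry.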
GAA glycogen – inhibitors or activators of human alpha-glucosidase glycogen cleavage | P10253 | recombinant GAA, glycogen substrate, Amplex Red glucose oxidase fluorescence | Potency, µM (highest dose often 76.4 µM), for inactives: at the top dose activity change, negative = inhibition, most hits filed as inhibitors | 300,000 compounds, 0.38% hits;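 also: potency is read from the fitted curve at half-maximal effect; 0% = full enzyme reaction and -100% = no-enzyme basal signal; the screen sought inhibitors and activators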
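Recombinant enzyme (4 nM final) with compounds titrated up to 77 uM and bovine liver glycogen (30 ug) in citrate pH 5.0, 0.01% Tween-20, 37 C 40 min. Released glucose detected by Amplex Red/glucose oxidase (Ex 573/Em 610); AC50 from Hill fits.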
aGlu spleen mod – lysosomal alpha-glucosidase (human) modulation; P10253; human spleen homogenate, 4-MU-alpha-glucoside fluorescence; Potency, µM (doses to about 79.9 µM), for the others: at the top dose activity change, negative = inhibition, actives largely listed as inhibitors; 240,000 compounds, 0.006% hits; AID 2112;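 also: potency is read from the fitted curve at half-maximal effect; 0% = enzyme with vehicle and -100% = no enzyme basal signal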
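Human spleen homogenate (1 ug) with 4-methylumbelliferyl-alpha-D-glucopyranoside (1 mM final) in 50 mM citrate/phosphate pH 5.0, 0.01% Tween-20; 40 min at 37 C. Stopped at pH 10; 4-MU fluorescence Ex 365/Em 440 nm; AC50 by Hill fit.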
CBFb RUNX1 block – inhibitors of human CBF-beta and RUNX1 interaction. AlphaScreen CBFb-His/RUNX1-biotin binding, biochemical. Potency, µM (titrated, usually from 59.8 µM), for inactives: at the highest dose activity, negative = inhibition, most hits filed as inhibitors. 230,000 tested, under 10 active. AID 1477; also: % of control where 0% means no effect
Target sequence (Q01196 whole entry, looked up): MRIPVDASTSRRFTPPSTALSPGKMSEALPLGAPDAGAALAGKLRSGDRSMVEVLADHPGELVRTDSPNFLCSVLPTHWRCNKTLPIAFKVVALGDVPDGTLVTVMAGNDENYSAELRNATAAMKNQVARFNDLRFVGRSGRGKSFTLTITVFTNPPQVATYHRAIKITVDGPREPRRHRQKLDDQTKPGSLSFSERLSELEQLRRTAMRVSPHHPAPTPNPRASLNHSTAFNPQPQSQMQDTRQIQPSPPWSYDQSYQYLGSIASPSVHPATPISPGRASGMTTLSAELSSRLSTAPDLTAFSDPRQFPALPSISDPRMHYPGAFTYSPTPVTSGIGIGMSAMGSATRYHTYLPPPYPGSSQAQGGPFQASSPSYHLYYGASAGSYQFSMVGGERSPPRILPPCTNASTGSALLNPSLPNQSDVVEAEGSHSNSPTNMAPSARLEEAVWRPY
Target sequence (Q13951 whole entry, looked up): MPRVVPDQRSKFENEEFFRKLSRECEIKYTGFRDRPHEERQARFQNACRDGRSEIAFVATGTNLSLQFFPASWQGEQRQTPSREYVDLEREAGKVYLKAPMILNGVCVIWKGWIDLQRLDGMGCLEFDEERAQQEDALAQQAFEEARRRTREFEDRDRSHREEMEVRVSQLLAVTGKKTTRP
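Inhibition was taken as any reduction in AlphaScreen signal from the CBF-beta–RUNX1 pair (His and biotin tags, 30 nM each), measured after compound (15 min) and bead (90 min) incubations at room temperature.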
HTT cytoprotect – cytoprotection in Huntington HTT-Q103 PC12 cell model | PC12 HTT-Q103 induced, cytoprotection, ATP luminescence, 40 h | Potency, µM (top dose mostly 56.4 µM), for the others: cytoprotection (ATP increase), actives largely listed as activators | 230,000 compounds, 0.14% hits;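 also: potency is read from the fitted curve at half-maximal effect; % of control where 0% means no effect; nearly all actives have a fitted effect of over 45% in size; toxic huntingtin expression switched on by the ecdysone agonist tebufenozide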
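Compounds added alongside 100 nM tebufenozide, which induces toxic Q103 huntingtin exon 1-GFP in stable PC12 cells; surviving cells quantified by luminescent ATP measurement. Medium: phenol red-free DMEM, 5% equine and 5% calf serum.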
GAA inh – alpha-glucosidase (human) inhibition; purified human GAA, 4-MU-alpha-glucoside fluorescence; Potency, µM (highest dose often 76.9 µM), without a hit: top-dose activity change, negative = inhibition, hits mostly inhibitors; AID 1466; 200,000 compounds, 0.005% hits;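 also: potency is read from the fitted curve at half-maximal effect; plate controls were uninhibited enzyme wells for no effect and no-enzyme background for full effect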
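qHTS format, compound range up to 77 uM. Human lysosomal enzyme at 4 nM, 400 uM 4-MU glucoside substrate, pH 5.0, 20 min room temperature; fluorescence after alkaline stop gives activity normalized to controls.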
Numbers without * were called inactive; ? = inconclusive; nt = no result given; & = joins results of further samples; [ ] = dose if it differs, or a comment. Unless noted, calls follow the shape of the dose curve; as a rule, active = well fitted curve in the direction sought with a large enough effect; inconclusive = small, poorly fitted or top-dose-only effect, or another doubt; inactive = no such curve, though single readings can be large; an effect the other way counts as inactive or inconclusive.

SMILES | aGlu spleen mod | LMNA splice mod | GAA inh | GAA glycogen | HTT cytoprotect | HttQ103 aggreg | CBFb RUNX1 block
Cc1ccc(-c2noc(CCC(=O)NCCN3CCOCC3)n2)cc1 | 1% | 14% | -8% | 10% | -3% | 6% | 5%
COc1ccc(C2CC(=O)n3nc(C45CC6CC(CC(C6)C4)C5)nc3S2)cc1OC (stereo not drawn) | -2% | -8% | -9% | 11% | -9%[10 µM] | -5% | -3%
CCOC(=O)c1sc(NC(=O)c2cc3ccccc3o2)nc1C | 6% | nt | -2% | 2% | -78%[inhibitor] | -4% | 1%
O=c1c(-c2ccc(Br)cc2)[n+]([O-])c2ccccc2n1OCc1ccccc1 | -7% | nt | nt | 6% | 3%[10 µM] | 9%[9.22 µM] | 9%
Cc1ccc(S(=O)(=O)Nc2ccc(-c3csc(-c4ccccc4)n3)cc2)cc1 | 4% | ? | 0% | -11% | 38%[10 µM] | -23% | 1%
O=C(CCC(=O)OCC(=O)c1ccccc1)Nc1cccc2cccnc12 | 1% | -6% | 4% | 5% | -17% | 9% | 3%
Cc1ccc([C@@H]2C[C@H]3CN(Cc4cccc(Cl)c4)C(=O)[C@]34CCCN24)o1 | 0% | 2%[46 µM] | -17% | 11% | -17%[10 µM] | -14%[9.22 µM] | -3%
CO[C@H]1C[C@@H]2CC[C@@H](C)[C@@](O)(O2)C(=O)C(=O)N2CCCC[C@H]2C(=O)OC([C@H](C)C[C@@H]2CC[C@@H](O)[C@H](OC)C2)CC(=O)[C@H](C)/C=C(\C)[C@@H](O)[C@@H](OC)C(=O)[C@H](C)C[C@H](C)/C=C/C=C/C=C/1C (stereo partly drawn) | -22%&-4% | nt | nt | nt | -81%&-15%[inhibitor] | nt | 14%&16%
CCOc1cccc(/C=N/NC(=O)c2cc(-c3cccn3C)n[nH]2)c1O | -1% | ? | 9% | -10% | -39%[10 µM] | ? | ?
O=C(Cc1c(C(=O)O)[nH]c2ccccc12)NC1CCCC1 | 0% | nt | 1% | 17% | nt | 22% | 6%
Cc1cccc(C(=O)N2CCC(=O)N(C(COCc3cccc(Cl)c3)Cc3ccccc3)CC2)c1 (stereo not drawn) | 1% | ? | -2% | -1% | nt | -21% | -2%[2.36 µM]
CCS(=O)(=O)c1ccc2c(c1)N(S(C)(=O)=O)CC(C(=O)NC1CC1)O2 (stereo not drawn) | -8% | -3% | -1% | 5% | -30% | -6% | 1%
Cc1ccnc2ccc(SC(F)(F)F)cc12 | 11% | nt | -6% | 6% | -27% | -1% | -3%
CC12CCC(C(=O)Nc3ccc(Br)cn3)(OC1=O)C2(C)C (stereo not drawn) | -4% | nt | 1% | 11% | 2%[10 µM] | -1%[9.22 µM] | 6%
CCC(=O)Nc1ccc(Cl)c(NC(=S)NC(=O)COc2ccc(Cl)cc2)c1 | -5% | ? | 5% | -7% | nt | -10% | -4%
COCCNC(=O)C(=O)NCC1OCCN1C(=O)c1ccc(Cl)cc1 (stereo not drawn) | -1% | 6% | 8% | 4% | nt | 11% | -3%[2.36 µM]
COCCC(=O)N1CCCC(CCC(=O)NCc2ccc(F)c(F)c2)C1 (stereo not drawn) | 2% | -3%[46 µM] | 9% | 15% | 43%[10 µM] | 13%[9.22 µM] | 2%
O=C(COc1ccccc1)N1CCNC1=O | ? | -4% | ? | 2% | -1% | 5% | 10%
OCCN1CCN(C(=S)Nc2ccc(SC(F)F)cc2)CC1 | 7% | ? | -3% | 0% | -29% | -6% | 5%
CC(=O)Nc1ccc(S(=O)(=O)NCC2CCC(C(=O)N3CCCCCC3)CC2)cc1 (stereo not drawn) | -4% | 0% | 0% | -21% | -19% | 10% | 3%
Cc1ccc(N2CC(C(=O)Nc3ccc4c(c3)OCO4)CC2=O)cc1 (stereo not drawn) | -11% | -16% | -6% | 13% | 24%[10 µM] | 3% | 2%
COC(=O)c1cn(-c2cccc(C)n2)cn1 | 6% | nt | -11% | -3% | -40% | 20% | 11%
O=S(=O)(Cc1cc(-c2ccccc2Cl)no1)c1ccccc1 | -3% | nt | 3% | 9% | -27% | 0% | 5%
CCc1c(C)[nH]c2ccccc2c1=O | 1% | 0% | -3% | 3% | -13%[10 µM] | ? | 2%
O=C(CN(C(=O)CCC(=O)Nc1nccs1)c1ccc(F)c(Cl)c1)NCc1ccco1 | -17% | -6% | -4% | 2% | 21%[10 µM] | 4% | 6%
Cc1nc(C)c(/C(O)=C/c2nc3ccccc3oc2=O)s1 | -4% | ? | -2% | ? | -24%[10 µM] | 21% | 2%
Cc1ccc(NC2SC(=O)N(Cc3cccc(C(=O)O)c3)C2=O)cc1 (stereo not drawn) | -1% | 4% | -9% | -7% | -2% | 11% | -1%
COc1cc(/C=C2\C(=O)N(c3ccc(S(N)(=O)=O)cc3)N=C2C)ccc1OC(=O)c1ccco1 | -1% | nt | -3% | -13% | -4% | -13% | -8%
COc1ccc(N(CC(=O)NN=C2CCCCCCC2)S(=O)(=O)c2ccccc2)cc1 | 0% | -8% | 0% | -7% | 3%[10 µM] | -8% | 1%
Cc1cn2c(N)c(/C=C3\C=Nc4ccccc43)c(=O)nc2s1 | -3% | nt | -3%[15.4 µM] | -2% | -2%[10 µM] | 10%[9.22 µM] | -6%
O=C(N/C=C\n1cnc2cc(C(F)(F)F)ccc21)c1ccc([N+](=O)[O-])cc1 | 5% | nt | -10% | 1% | 6%[10 µM] | 12%[9.22 µM] | -10%
CCN(Cc1ccccc1)C(=O)c1nn(-c2ccc(OC)cc2)c(=O)c2c1c1ccccc1n2C | -3% | nt | -17% | 0% | -80%[inhibitor] | -18% | 7%
CN(C)CCNC(=O)c1c(O)c2c([nH]c1=O)CCCC2 | 0% | -2% | 3% | -6% | 6%[10 µM] | 2% | 2%
CCC(C)(C)n1nnnc1C(c1cccs1)N1CCN(c2nc3ccccc3s2)CC1 (stereo not drawn) | 3% | ? | -7% | -4% | 12%[10 µM] | ? | -1%
COc1cc(C(=O)NCc2ccc(-n3cccc3)cc2)cc(OC)c1OC | 3% | -4%[9.22 µM] | 1% | -10% | 12% | 16% | -17%
CN1CCN(c2nc3c(c(=O)[nH]c(=O)n3C)n2CCOc2ccccc2)CC1 | -9% | -11% | 0% | 2% | -19%[10 µM] | -11% | 1%
COc1cccc(C2C(C#N)=C(N)Oc3c2oc(CO)cc3=O)c1OC (stereo not drawn) | -5% | 7% | -10% | 12% | 35% | 8% | 3%
CCOC(=O)c1c(/N=C/c2ccc(O)cc2O)sc2c1CCC2 | -12% | -16% | 2% | 35µM* | -6%[10 µM] | 9% | -10%
COc1ccc(CCn2c(-c3ccc(OC)cc3)nc3c(c(=O)c4ccccc4n3C)c2=O)cc1 | -10% | nt | nt | 5% | -15%[10 µM] | 32%[9.22 µM] | 0%
Cc1cccc(C)c1NC(=O)COC(=O)C1CC(=O)N(Cc2ccccc2)C1 (stereo not drawn) | 4% | -1%[46 µM] | 3% | 11% | 2% | 11% | -4%
CC1(C)COC(c2cccn2Cc2ccc(F)cc2Cl)=N1 | -1% | 4% | 0% | -11% | -12% | 5% | 0%
CCN(CC)C(=O)CSc1nnc(-c2cc(OC)cc(OC)c2)o1 | 5% | -1% | 4% | nt | -25%[10 µM] | -13% | -3%
O=c1c2cnn(-c3ccccc3)c2ncn1CCc1ccccc1 | -7% | 5% | -8% | 2% | nt | -2% | 1%
COc1ccc(C[C@H]2CN3C(=NC[C@@H]3C(C)C)N2CCNC(=O)c2ccc(C)c(Br)c2)cc1 | -2% | nt | nt | 10% | -7%[10 µM] | 25%[9.22 µM] | 5%
Cc1ccc(C[n+]2cccc(-c3ccccc3)c2)c(C)c1 | 0% | ? | 4% | -4% | -4%[10 µM] | ? | -2%
CCN(CC)CCN1C(=O)C(O)=C(C(=O)c2sc(C)nc2C)C1c1cccnc1 (stereo not drawn) | -1% | 15% | -3% | -2% | 5% | 5% | 11%
CSc1nc(-c2ccccc2)nn1S(=O)(=O)c1ccccc1 | 2% | -11% | -1% | 0% | -3%[1.9 µM] | -21% | -13%
O=C(O)CSc1nnnn1C1CCCCC1 | 1% | nt | -1% | -3% | 21%[10 µM] | 9%[9.22 µM] | 0%
C[N+]1(CN2C(=O)C3C4C=CC(C4)C3C2=O)CCCCC1 (stereo not drawn) | -4% | nt | 0%[15.4 µM] | 2% | 8%[10 µM] | -8%[9.22 µM] | 4%
Cc1ccc(NC(=O)Cn2c([N+](=O)[O-])cnc2C)cc1 | 4% | nt | 1% | -3% | -15%[10 µM] | -12%[9.22 µM] | 7%
c1ccc2oc(-c3ccc(Nc4nc(N5CCCCC5)nc(N5CCOCC5)n4)cc3)nc2c1 | 7% | ? | 0% | -19% | -6% | 10% | 8%
COc1cccc(/C=N/NC(=S)Nc2cccnc2)c1 | 6% | nt | 3% | -11% | -8% | 12% | 2%
Cc1ccc(O)c(N=Cc2sc3ccccc3c2Cl)c1 | 3% | ? | 5% | ? | 23%[10 µM] | ? | 0%
N#Cc1c(-c2ccccc2)nc(SCC(=O)NC2CCCCC2)[nH]c1=O | 0% | 0%[46 µM] | 6% | 2% | -25% | 14% | -6%
CCCC1C(c2ccccc2)C(C#N)(C#N)C2(C#N)CC1(N)NC2=O (stereo not drawn) | 5% | 11% | 7% | 0% | 4% | -2% | -2%
CC(Oc1ccc(Cl)cc1Cl)C(=O)NCCN1CCOCC1 (stereo not drawn) | -8% | -2% | -3% | -11% | 4% | -8% | -8%
Nc1cccc2c1C(=O)N(C(=O)/C=C/c1cccc(Br)c1)C2=O | -1% | nt | -7%[15.4 µM] | -8% | 12%[10 µM] | 0%[9.22 µM] | 7%
Cc1ccc(NC(=O)CSc2nnc(CSc3nc(C)cc(C)n3)n2Cc2ccco2)c(C)c1 | -14% | -7% | -2% | 1% | 15%[1.9 µM] | 13% | -9%
O=C(NC1CCCCC1)c1cc([N+](=O)[O-])[nH]n1 | 3% | ? | 3% | -2% | ? | 7% | 10%
Fc1ccc(-c2noc(C3CCN(Cc4cccnc4)CC3)n2)cc1 | -4% | ? | -8% | 1% | -10% | -19% | 2%
